FXIa inh: inhibitors of human coagulation factor XIa; P03951; actives 0.14% (n = 220,000); AID 798; purified FXIa, Boc-Glu-Ala-Arg-AMC fluorogenic substrate; inhibition, % at 5 µM;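 active means inhibition of at least 40%; inactive means inhibition below 40%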;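 further: fluorescence of freed AMC excited at 355 nm; 0% = enzyme without compound and 100% = no enzyme blank; many of its hits are not listed in these tables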
hK5 inh: inhibitors of human kallikrein 5 | Q9Y337 | recombinant hK5, fluorogenic AMC substrate cleavage | inhibition, % at 5 µM | actives 0.59% (n = 210,000);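 active means inhibition of 40% or more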;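 further: 0% = enzyme controls without compound and 100% = no-enzyme blanks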
Target sequence (Q9Y337 67-293 limits assumed): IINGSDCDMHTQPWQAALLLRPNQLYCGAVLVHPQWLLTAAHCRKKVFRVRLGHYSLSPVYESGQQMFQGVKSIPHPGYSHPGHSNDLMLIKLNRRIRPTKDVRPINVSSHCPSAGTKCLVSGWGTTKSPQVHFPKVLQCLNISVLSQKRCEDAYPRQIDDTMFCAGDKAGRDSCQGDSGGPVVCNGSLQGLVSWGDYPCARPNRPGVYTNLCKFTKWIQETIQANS
thrombin 1536: inhibitors of human thrombin. P00734. actives 0.26% (n = 220,000). AID 1046. alpha-thrombin, Boc-VPR-AMC fluorogenic substrate cleavage. inhibition, % at 5 µM;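 active means inhibition at or above 40%; inactive means inhibition below 40%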;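 further: 0% = enzyme with no compound and 100% = wells without enzyme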
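System – human alpha-thrombin · Medium – pH 7.5 Tris (50 mM) with NaCl 150 mM, Tween 20 0.05% · Compound – single-point dosing at 5 µM, 0.2% DMSO · Incubation – enzyme reaction carried out at room temperature · Technique – fluorescence of released AMC, ex 355 nm, em 460 nm · Read-out basis – % inhibition of thrombin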
Hck-Nef inh: blocks Nef-activated human Hck kinase; P08631; Recombinant Hck-YEEI plus Nef, Z-Lyte FRET kinase assay; inhibition, % at 20 µM; actives 0.68% (n = 220,000);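 active means Hck-Nef kinase inhibition above about 50%, limit read from the data; inactive means inhibition below that limit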;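 further: 0% = DMSO with Hck plus Nef and 100% = Hck alone without Nef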
Runt-SMMHC FRET: inhibitors of human RUNX1 Runt domain binding to CBFb-SMMHC. inhibition, % at 20 µM. Cerulean-Runt/Venus-CBFb-SMMHC FRET ratio 530/480, 1 h. actives 0.74% (n = 220,000). Q01196+Q13951;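 active means mean inhibition across duplicate retests at 20 µM reaching about 50%, limit read from the data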;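 further: 0% = DMSO wells and 100% = wells with excess untagged CBFb-SMMHC; inhibitors lower the FRET ratio by blocking Runt binding to CBFb-SMMHC; some results filed as inactive read as strong as hits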
Wee1 stabilizer: inhibitors of human Wee1 degradation. P30291. HeLa Luc-Wee1K328M stability, luciferase luminescence; 100% = proteasome inhibitor MG132 effect. reporter increase, % at 5 µM. actives 1.2% (n = 220,000);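 active means activation above the mean of all tested compounds plus 3 SD, set per screening run, cut at about 8.8% in these data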;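 further: cells exposed to compound for 20 h before luminescence read; 0% = DMSO alone and 100% = MG132 at 30 µM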
Target sequence (P30291 whole entry K328M): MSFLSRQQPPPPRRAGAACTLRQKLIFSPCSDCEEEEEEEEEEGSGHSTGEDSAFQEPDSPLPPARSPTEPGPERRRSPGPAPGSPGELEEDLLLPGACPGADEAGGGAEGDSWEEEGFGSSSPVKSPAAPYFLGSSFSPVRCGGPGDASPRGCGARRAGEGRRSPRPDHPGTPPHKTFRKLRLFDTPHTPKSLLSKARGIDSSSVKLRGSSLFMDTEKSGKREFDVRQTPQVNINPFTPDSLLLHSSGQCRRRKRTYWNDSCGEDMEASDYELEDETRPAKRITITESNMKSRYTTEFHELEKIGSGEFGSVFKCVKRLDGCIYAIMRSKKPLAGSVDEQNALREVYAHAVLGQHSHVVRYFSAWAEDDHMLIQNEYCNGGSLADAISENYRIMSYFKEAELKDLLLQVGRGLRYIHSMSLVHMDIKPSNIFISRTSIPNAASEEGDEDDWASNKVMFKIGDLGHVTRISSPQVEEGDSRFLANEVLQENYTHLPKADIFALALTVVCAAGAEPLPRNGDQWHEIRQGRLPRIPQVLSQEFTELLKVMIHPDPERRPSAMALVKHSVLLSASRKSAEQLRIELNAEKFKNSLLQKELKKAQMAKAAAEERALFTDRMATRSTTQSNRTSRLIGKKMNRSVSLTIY
FXIIa inh: blocks human coagulation factor XIIa protease activity. actives 0.3% (n = 220,000). P00748. purified FXIIa, Boc-QGR-AMC fluorogenic substrate, 2 h. inhibition, % at 5 µM; in the data active means inhibition above about 40%;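 further: 0% = enzyme with no compound and 100% = blank without enzyme; many of its hits are not listed in these tables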
Runt-CBFb FRET: inhibitors of human RUNX1 Runt domain binding to CBFb. Cerulean-Runt/Venus-CBFb FRET ratio 530/480, 1 h. actives 0.46% (n = 220,000). Q01196+Q13951. inhibition, % at 20 µM;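 active means inhibition over about 50% at 20 µM in the single-dose screen, limit read from the data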;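 further: 0% = DMSO wells and 100% = excess unlabeled CBFb competitor control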
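Assay system: Cerulean-Runt domain / Medium: Tris 50 mM pH 7.5, KCl, K2SO4, 0.01% BSA / Timing: protein complex preformed 1 h, compound exposure 1 h, room temperature, dark / Measured by: FRET, excitation 422 nm, emission at 530 and 480 nm / Evaluation: loss of energy transfer signal / Control set: 5 µM unlabeled CBFb as full-inhibition high control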
14-3-3 Bad inh: disrupts binding of bovine 14-3-3 zeta to phospho-Bad peptide | TR-FRET 14-3-3zeta/Dy647-pBad peptide displacement, 1 h | inhibition, % at 21.7 µM | AID 781 | actives 0.71% (n = 220,000) | P63103;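 active means inhibition above about 70%, limit read from the data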;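 further: 0% = full 14-3-3 plus peptide FRET controls and 100% = background without 14-3-3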
Target sequence (P63103 whole entry, looked up): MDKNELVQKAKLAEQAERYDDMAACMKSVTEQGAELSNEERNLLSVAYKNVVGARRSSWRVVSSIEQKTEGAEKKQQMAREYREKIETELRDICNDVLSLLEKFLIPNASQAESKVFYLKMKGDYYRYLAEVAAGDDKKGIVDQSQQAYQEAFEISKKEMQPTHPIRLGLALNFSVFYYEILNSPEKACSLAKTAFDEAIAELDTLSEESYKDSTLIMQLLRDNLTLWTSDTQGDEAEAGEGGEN
* hit, by the source's call; / = no result given; & = joins results of further samples; [ ] = another dose, or the depositor's remark. Compounds as they come. About 4.2% of those tested had a hit in this group.

SMILES | FXIa inh | hK5 inh | thrombin 1536 | Hck-Nef inh | Runt-SMMHC FRET | Wee1 stabilizer | FXIIa inh | Runt-CBFb FRET | 14-3-3 Bad inh
Cn1c(CCCNC(=O)c2cccs2)nc2ccccc21 | 3 | -1 | 2 | -1 | 0 | -2 | 19 | 1 | 1
Cc1ccc(C(=O)NCCCc2ccccc2)s1 | 5 | -1 | 6 | 4 | -6 | 3 | 9 | 2 | -21
Cc1nnsc1C(=O)N/N=C/c1c(F)cccc1Cl | 2 | -1 | 2 | -4 | 0 | 0 | 0 | -15 | -1
O=C(NCC(=O)N(c1cccnc1)C(C(=O)NC1CCCC1)c1cccs1)c1ccco1 (centres undefined) | 0 | 8 | 0 | 10 | 4 | -2 | 10 | 0 | 1
COc1cc(C(=O)NCCc2ccc(F)cc2)c([N+](=O)[O-])cc1OC | -2 | -9 | -10 | 5 | 4 | -3 | 2 | -1 | 13
Nc1c(C(=O)c2cccs2)oc2ccccc12 | 0 | -3 | -5 | 6 | 22 | -2 | 12 | 3 | -24[fluorescence artefact?]
CCNC(=S)N1CCN(S(=O)(=O)c2ccc(C)cc2)CC1 | 0 | 1 | -6 | 22 | 2 | 1 | 7 | -2 | -12
COc1cc(C2NC(=S)NC3=C2CCc2ccccc23)cc(OC)c1OC (centres undefined) | 2 | -32 | -8 | 1 | -3 | 5 | 6 | -1 | -7
Fc1ccc(Oc2cnc3ccccc3n2)cc1 | -1 | 3 | 95* | 22 | 5 | 2 | 10 | 3 | -8
CC(C)CNC(=O)COC(=O)CCC(=O)c1ccc(F)cc1 | 2 | -7 | -4 | 3 | 0 | 0 | -11 | -1 | 9
N#Cc1c(Nc2ccccc2)s[nH]c1=O | -3 | -2 | -5 | 5 | 5 | -4 | 3 | 11 | -3
O=C(Nc1ccc(S(=O)(=O)Nc2cnc3ccccc3n2)cc1)c1ccc(Br)o1 | -1 | -14 | -1 | 1 | 2 | 0 | 15 | 7 | 50
COc1cccc2sc(N3CCN(c4nc5ccccc5s4)CC3)nc12 | 3 | 1 | 1 | 13 | -2 | 0 | -4 | -2 | 31
Cc1ccccc1Nc1c(N)c(=O)oc2ccccc12 | -1 | -4 | 1 | 0 | -4 | -1 | 13 | -1 | /
Cc1cc(C)nc(NS(=O)(=O)c2ccc(-n3cccc3)cc2)n1 | 0 | 9 | -1 | 0 | 0 | -2 | -11 | 1 | 11[fluorescence artefact?]
Cc1ccc(O)c(C(=O)c2cnc3c(c2)CN(CCC(C)C)C(=O)N3)c1 | -9 | 3 | -2 | 7 | -4 | 0 | -4 | -2 | 4
Cc1cccc2c1N(CCCOc1ccccc1)C(=O)C2=O | -6 | 7 | 5 | -1 | -1 | 3 | -8 | -4 | -5
Cc1ccc2cc(C3C(C#N)=C(N)Oc4c3ccc3cccnc43)c(=O)[nH]c2c1 (centres undefined) | -6 | -203 | -3 | 2 | 18 | -1 | 10 | 8 | -5
C/C(=C\C(=O)C(F)(F)F)Nc1ccc(C(F)(F)F)cc1 | -8 | 5 | -4 | 1 | 3 | -1 | -8 | 0 | -14
CSCCC(Nc1nc2ccccc2s1)C(=O)O (centres undefined) | 4 | 2 | 3 | -1 | -2 | 1 | 13 | 2 | -15
COc1ccc(CCNC(=O)CSc2nnc(Cn3c(=O)sc4ccccc43)n2C)cc1OC | 2 | 2 | -3 | 0 | -2 | 0 | 7 | -1 | 7
COc1ccc(C2CC(Cn3cc(C#N)c(=O)n(C)c3=O)ON2C)cc1 (centres undefined) | -6 | -4 | -12 | 20 | 0 | 0 | -1 | 1 | -9
O=C(Nc1ccc(-c2nc3ccccc3o2)cc1)C1CCCO1 (centres undefined) | -9 | -19 | 1 | -4 | -2 | 1 | -8 | -1 | 9
CCOC(=O)c1ccc(CSc2n[nH]c(C)n2)o1 | -6 | -4 | -4 | 0 | -2 | -1 | 4 | 1 | -2
Nc1ccn(Cc2cccc(F)c2)n1 | 0 | 0 | -3 | 23 | -2 | -3 | 11 | -1 | -2
CCCCNC(=O)C(=O)NCCCn1ccnc1 | -5 | 4 | -1 | 17 | 0 | 0 | 7 | -1 | -14
C=CCn1c(SCC(=O)Nc2ncc(Cc3ccc(Br)cc3)s2)nnc1-c1ccncc1 | -22 | -6 | -6 | 0 | -11 | -1 | -4 | -7 | 3
CSC1=N/C(=C/c2cccnc2)C(=O)N1Cc1ccc(Cl)cc1 | 7 | 4 | -2 | 24 | 1 | -3 | 2 | -6 | -17
CCSc1nc2ccccc2[nH]1 | -1&4 | -4&-13 | 0&-4 | -17&-10 | -4&2 | 1&3 | 9&15 | 2&0 | 42[fluorescence artefact?]
CCN(CC)c1ccc(NC(=O)c2ccccc2F)cc1S(=O)(=O)Nc1ccccc1OC | 1 | -14 | -10 | 11 | 9 | -2 | 9 | 5 | -13
CCCCOC(=O)C1[C@H]2C(=O)N(CCc3ccccc3)C[C@]23C=C[C@H]1O3 (some centres undefined) | -4 | -9 | -5 | 1 | -3 | 0 | 4 | -2 | -16
O=C(O)C1C2C=CC(O2)C1C(=O)NCCC1=CCCCC1 (centres undefined) | 9 | 10 | -1 | -3 | 12 | -2 | 5 | 2 | -9[fluorescence artefact?]
c1ccc(-c2csc(Nc3nc(N4CCOCC4)nc(N4CCOCC4)n3)n2)cc1 | -8 | -5 | -3 | 0 | 2 | -1 | 0 | -5 | -1
O=C(NCc1ccc2c(c1)OCO2)C(=O)Nc1ccccc1 | -3 | 2 | -2 | -8 | -2 | 0 | 9 | 0 | -6
O=C(Nc1ccc(-c2nc3ccc(NC(=O)c4cccs4)cc3[nH]2)cc1)c1cccs1 | -2 | -22 | -11 | -5 | -41 | 2 | 17 | -30 | 82*[fluorescence artefact?]
COc1ccccc1C(=O)C1CCCN(C(=O)CN2CCCCC2=O)C1 (centres undefined) | -1 | / | -4 | 5 | -2 | 5 | 5 | -1 | 4
O=C(c1ccco1)N1CCN(C(=O)c2cc(-c3ccccn3)nc3ccccc23)CC1 | 4 | 12 | 9 | 0 | 2 | 1 | -7 | -1 | /
CCO[C@@H]1OC(C(=O)O)=C[C@H](c2ccc(Br)cc2)[C@H]1CCCO | 1 | 0 | -7 | -2 | -6 | 1 | 4 | 0 | 2
Cc1ccnc(NC(=O)CC(c2ccccc2)c2ccccc2)n1 | -8 | -10 | -2 | 1 | -1 | 1 | 3 | 16 | -7
CCCS(=O)(=O)N1CCN(c2ccccn2)CC1 | 1 | 2 | -2 | 4 | 0 | 0 | 5 | 2 | -1[fluorescence artefact?]
OCCC1CN(C2CCN(c3ccccc3F)CC2)CCN1Cc1ccccc1 (centres undefined) | 2 | / | -1 | 3 | 1 | 2 | 11 | 0 | -16
COc1ccc2c(Cl)c(-c3nnc(SCC(=O)c4ccccc4)n3C)sc2c1 | -2 | -4 | -4 | -6 | -2 | -1 | 3 | -4 | -10
O=C1Nc2ccc([N+](=O)[O-])cc2OC1CCN1CCN(c2ccccc2)CC1 (centres undefined) | 5 | / | 1 | 7 | -4 | -1 | 13 | -6 | 4
CCOC(=O)c1nc(NCCc2ccccc2)sc1C | -3 | -4 | -9 | 15 | -7 | -1 | 4 | -2 | -6
COc1ccc(/C=N/c2c(-c3ccco3)nc3ccccn23)cc1OC | -3 | -41 | 1 | 4 | -49 | 9.0* | 8 | -6 | 1[fluorescence artefact?]
CC(C)=CC1C=C(C)C(C)C2C(=O)NNC(=O)C12 (centres undefined) | -3 | 3 | -3 | -1 | -1 | 0 | 5 | 2 | 3[fluorescence artefact?]
Cc1cc(=O)[nH]c(SCc2nc3ccccc3n2Cc2ccccc2)n1 | -8 | -5 | -6 | 6 | -5 | 0 | -4 | 0 | 7
CCC(=O)Nc1ccc(NC(=O)c2c(C)nc3ccccn23)cc1 | -6 | -16 | -16 | -2 | 1 | -4 | 10 | 0 | 0
CCn1c(=O)c(C(=O)NCc2cccnc2)c(O)c2ccccc21 | -12 | -21 | -4 | 0 | 4 | 2 | 2 | -7 | -15
O=C(COC(=O)c1cnccn1)c1cccc([N+](=O)[O-])c1 | 2 | 0 | -3 | 14 | 3 | -3 | 9 | 1 | -13

The listing continues.
SMILES | FXIa inh | hK5 inh | thrombin 1536 | Hck-Nef inh | Runt-SMMHC FRET | Wee1 stabilizer | FXIIa inh | Runt-CBFb FRET | 14-3-3 Bad inh
CCCCCc1ccc(-c2ccc(/C=C/C(N)=O)cc2)nc1 | -2 | 29 | 3 | 1 | 1 | 1 | 3 | -1 | -4[fluorescence artefact?]
COc1ccc(S(=O)(=O)c2nnn(-c3cccc(OC)c3)c2N)cc1 | 1 | 4 | -4 | 21 | 2 | 3 | 11 | 1 | -14
COCCn1c(C)cc(C2=NNC(=NC(C)(C)C)SC2)c1C | -4 | -7 | -6 | -5 | -4 | 1 | 4 | 2 | -8
O=C(CCC1COc2ccccc2O1)Nc1ccc(Cl)cn1 (centres undefined) | 1 | -8 | 2 | 7 | 0 | 1 | 18 | -2 | 0
COc1cccc(-c2nc(CS(=O)(=O)CC(=O)NC3CCCc4ccccc43)c(C)o2)c1 (centres undefined) | 7 | -12 | -1 | 2 | -5 | 7 | 12 | 2 | 0
COc1cc(NC(=O)CCCOc2ccc(Cl)cc2Cl)c(C(=O)O)cc1OC | 0 | 0 | -2 | 5 | 0 | -2 | 6 | -1 | 5
COc1cccc(C(=O)NCC(=O)OCC(=O)c2ccccc2)c1 | -6 | -16 | -7 | 1 | -3 | 0 | 7 | -1 | -19
Cc1ccc(S(=O)(=O)N2CCN(c3nc(C)nc4sc(C)c(C)c34)CC2)cc1 | 9 | -23 | 0 | 1 | -1 | 0 | 13 | 1 | 10

Molecules listed so far containing a COOH group:
SMILES | FXIa inh | hK5 inh | thrombin 1536 | Hck-Nef inh | Runt-SMMHC FRET | Wee1 stabilizer | FXIIa inh | Runt-CBFb FRET | 14-3-3 Bad inh
CSCCC(Nc1nc2ccccc2s1)C(=O)O (centres undefined) | 4 | 2 | 3 | -1 | -2 | 1 | 13 | 2 | -15
O=C(O)C1C2C=CC(O2)C1C(=O)NCCC1=CCCCC1 (centres undefined) | 9 | 10 | -1 | -3 | 12 | -2 | 5 | 2 | -9[fluorescence artefact?]
CCO[C@@H]1OC(C(=O)O)=C[C@H](c2ccc(Br)cc2)[C@H]1CCCO | 1 | 0 | -7 | -2 | -6 | 1 | 4 | 0 | 2
COc1cc(NC(=O)CCCOc2ccc(Cl)cc2Cl)c(C(=O)O)cc1OC | 0 | 0 | -2 | 5 | 0 | -2 | 6 | -1 | 5

Ordered by SMILES length (smallest number first): part of the list above
SMILES | FXIa inh | hK5 inh | thrombin 1536 | Hck-Nef inh | Runt-SMMHC FRET | Wee1 stabilizer | FXIIa inh | Runt-CBFb FRET | 14-3-3 Bad inh
O=C(CCC1COc2ccccc2O1)Nc1ccc(Cl)cn1 (centres undefined) | 1 | -8 | 2 | 7 | 0 | 1 | 18 | -2 | 0
COc1ccc(S(=O)(=O)c2nnn(-c3cccc(OC)c3)c2N)cc1 | 1 | 4 | -4 | 21 | 2 | 3 | 11 | 1 | -14
COc1cccc(-c2nc(CS(=O)(=O)CC(=O)NC3CCCc4ccccc43)c(C)o2)c1 (centres undefined) | 7 | -12 | -1 | 2 | -5 | 7 | 12 | 2 | 0

Screening results from PubChem.
